MC4R antagonist – antagonists of human melanocortin 4 receptor (MC4R); P32245; MC4R-expressing cells, MTII-stimulated cAMP, LANCE TR-FRET; inhibition, % at 6.5 µM; actives 0.48% (n = 360,000);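 active means inhibition above its plate's cutoff, the mean of tested wells on that plate plus 3 SD, cut at about 29% in these data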;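 further: 0% = Melanotan II alone and 100% = Melanotan II plus saturating MCL0020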
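Test system: U2OS cells stably expressing human melanocortin 4 receptor (MC4R); also added: Melanotan II challenge; compound: 6.5 µM single dose; timing: 30-min compound preincubation, 1-h Melanotan II challenge, 1-h detection, room temperature; signal: Eu-cAMP/anti-cAMP TR-FRET, emission 671 nm; repeats: one well per compound, no replicates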
H9c2 protect – modulators protecting cardiomyocytes from myocardial damage; protection from H2O2 cell death, % at 20 µM; actives 0.63% (n = 360,000); H9c2 cardiomyocytes, H2O2 injury protection, ATPLite, 2 h;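 active means compounds giving at least 50% protection of heart cells from peroxide-induced death in the single-dose screen, raw or plate-pattern-corrected value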;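 further: 0% = DMSO wells with peroxide and 100% = DMSO wells without peroxide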
TLR9-MyD88 inh – blocks human TLR9 binding to MyD88. CHO BLA complementation TLR9-MyD88, CCF4 FRET ratio. inhibition, % at 4.98 µM. actives 0.21% (n = 340,000). AID 504734;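 active means inhibition above the mean over all tested compounds plus 3 SD, cut at about 21% in these data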;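 further: 0% = DMSO only wells and 100% = clavulanate BLA inhibitor control wells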
NOD2-RIPK2 inh – blocks binding of human NOD2 to RIPK2 | O43353 | CHO BLA complementation NOD2-RIPK2, CCF4 ratio | inhibition, % at 4.98 µM | actives 0.38% (n = 360,000); in the data active means inhibition above about 21%;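 further: 0% = vehicle only and 100% = reference blocker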
N-glyco inh – blocks N-linked glycosylation in D54 reporter cells | reporter increase, % at 12.5 µM | AID 588692 | D54 ERlucT glycosylation luciferase reporter, 24 h; percent of 100 nM tunicamycin response | actives 0.23% (n = 360,000);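 active means mean luciferase reporter signal, scaled so untreated is 0 and the glycosylation-blocking control 100, at or above a set limit in every replicate; inconclusive means mean reaches the limit but not every replicate does; inactive means mean below the limit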;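 further: luciferase carries N-glycosylation sites so blocking glycosylation raises the light; 0% = median of neutral control wells and 100% = median of 100 nM tunicamycin wells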
NCOA2 inhibitor – inhibits human steroid receptor coactivator 2 | actives 0.17% (n = 370,000) | HEK293 GAL4-SRC2 luciferase reporter, luminescence | inhibition, % at 9 µM | Q15596;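 active means inhibition above the mean inhibition of all tested compounds plus 3 SD, set per campaign, cut at about 52% in these data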;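 further: 0% = DMSO treated cells and 100% = cells given Gossypol at 36 µM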
m5-HT2A agonist – activates the mouse 5-HT2A serotonin receptor; P35363; CHO-K1 mHTR2A beta-arrestin complementation, luminescence; percent of 30 µM serotonin response; activation, % at 7.6 µM; actives 0.66% (n = 360,000);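 active means activation above a run cutoff, the mean activation of all tested compounds plus 3 SD, cut at about 14% in these data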;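 further: 0% = plate median of compound wells and 100% = 30 µM serotonin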
ABCB6 inh 2 – blocks the human ABCB6 transporter. fluorescence ratio to DMSO, % at 10 µM. actives 0.19% (n = 360,000). Q9NP58. AID 602162. K562-ABCB6 porphyrin accumulation, flow cytometry, 1 h; hits give low values;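 active means fluorescence ratio to DMSO below 75%, the collection mean minus 3 SD; inconclusive means too few cells collected in the well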;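 further: signal is porphyrin accumulated inside mitochondria; 100% equals median channel fluorescence of DMSO control wells; lower ratio means ABCB6 inhibition with less porphyrin fluorescence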
MC4R ag barr – human MC4R agonism via beta-arrestin; U2OS MC4R beta-arrestin complementation, luminescence; percent of melanotan II response, DMSO zero; activation, % at 8.9 µM; P32245; actives 0.98% (n = 360,000);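 active means activation above a per-plate cutoff, the mean activation of sample wells on that plate plus 3 SD, cut at about 8% in these data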
ABHD5-PLIN5 inh – inhibitors of human ABHD5-perilipin-5 interaction | AID 602281 | Split G. princeps luciferase complementation, luminescence, 4 h | inhibition, % at 4 µM | Q00G26+Q8WTS1 | actives 0.78% (n = 360,000);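 active means inhibition above the mean inhibition across every tested compound plus 3 SD, cut at about 22% in these data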;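 further: 0% = DMSO only wells and the 100% control is not disclosed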
An asterisk follows results filed as active; i = inactive; ? = inconclusive; / = no result given; & = joins results of further samples. An excerpt (hit frequency here may not be typical).

Each structure is followed by: MC4R antagonist	H9c2 protect	TLR9-MyD88 inh	NOD2-RIPK2 inh	N-glyco inh	NCOA2 inhibitor	m5-HT2A agonist	ABCB6 inh 2	MC4R ag barr	ABHD5-PLIN5 inh
> N#CNC(=Nc1ccc(Cl)cc1)Oc1ccccc1
  6	-11	1	4	3	-23	1	96	-1.0	8
> COc1cc(SC)ccc1C(=O)NCC1CCCCC1
  -2	-8	2	2	2	-24	3	99	0.1	0
> CCN(CC(=O)Nc1cccc(S(=O)(=O)N2CCCC2)c1)CC(=O)Nc1ccccc1OC
  -2	-4	1	6	2	-1	0	93	-2.5	0
> CC(C)(C)n1nnnc1C(c1ccccc1)N1CCN(c2ncccn2)CC1 (stereo not given)
  /	/	/	-10	/	-2	1	92	/	-3
> NC(=O)CSc1nnc(-c2cc(-c3cccs3)nc3ccccc23)o1
  1	13	3	-12	7	-6	-5	98	1.1	5
> CNc1ccc(Br)cc(C(=O)/C=C/c2ccc(Cl)cc2Cl)c1=O
  -2	-14	8	-2	?	-13	-3	160	-1.9	57*
> O=c1c2ccccc2c(C=Nc2cccc(O)c2)c(O)n1-c1ccc2c(c1)OCO2
  -11	9	-14	-4	0	-1	4	124	1.5	3
> O=C(NCC[C@H]1CC[C@H](NS(=O)(=O)c2ccccc2F)[C@@H](CO)O1)c1ccc(F)cc1
  /	/	/	3	/	-29	2	/	/	4
> CCS(=O)(=O)c1nc(S(=O)(=O)c2ccc(Cl)cc2)c(N2CCN(C)CC2)s1
  -2	-2	-5	1	-4	-11	-13	103	1.7	9
> CC(C)N(C(=O)Cn1cc(S(=O)(=O)CC(=O)N2CCOCC2)c2ccccc21)C(C)C
  1	-4	-8	-12	2	7	4	99	1.1	-3
> CCCCN(CCCC)CCNC(=O)c1cn(CC)c2ccc(S(=O)(=O)N3CCCC3)cc2c1=O
  -1	18	-1	-1	-1	11	3	104	-3.0	-5
> O=C(Nc1c2c(nn1-c1cccc(Cl)c1)CS(=O)(=O)C2)C1CC1
  5	2	-3	-1	4	-25	4	100	-1.6	0
> Nc1c(C(=O)NCCN2CCOCC2)c2nc3ccccc3nc2n1-c1cccc(F)c1
  3	32	7	-16	7	-9	-1	105	0.2	3
> O=S(=O)(Nc1cccc(CCc2ccccn2)c1)c1ccc(Cl)cc1
  8	-6	11	6	-1	15	-3	96	0.2	-3
> O=C(Nc1nc2ccccc2[nH]1)C1CC1
  -4	-2	1	-6	13	-6	-4	86	-2.6	-5
> CC(=O)N1C(C(=O)O)Cc2c([nH]c3ccccc23)C1(C)C (stereo not given)
  -3	6	-7	-2	1	-37	-1	98	1.3	-2
> O=C(Cc1ccccc1)NCc1ccc(F)cc1
  6	6	0	-5	1	-19	1	102	-2.7	-1
> CCOc1ccc(CCN2C(=O)C(=O)N([C@@H](Cc3ccccc3)CN3CCC[C@H]3CN3C(=O)C(=O)NC[C@@H]3Cc3ccc(O)cc3)C[C@@H]2Cc2ccc(O)cc2)cc1
  /	/	/	-3	/	14	-2	92	/	9
> O=C1C(=O)N(CCN2CCOCC2)C(c2ccccc2)/C1=C(\O)c1ccc2c(c1)OCCO2 (stereo not given)
  9	4	-5	-6	1	-2	0	100	-2.5	-1
> COc1ccc(CN(C)CC(=O)Nc2cc3oc4ccccc4c3cc2OC)c(OC)c1
  12	-6	-4	-3	-2	23	-4	98	1.3	-4

The final 2 entries of the section before are carried over, then new ones follow:
Each structure is followed by: MC4R antagonist	H9c2 protect	TLR9-MyD88 inh	NOD2-RIPK2 inh	N-glyco inh	NCOA2 inhibitor	m5-HT2A agonist	ABCB6 inh 2	MC4R ag barr	ABHD5-PLIN5 inh
> O=C1C(=O)N(CCN2CCOCC2)C(c2ccccc2)/C1=C(\O)c1ccc2c(c1)OCCO2 (stereo not given)
  9	4	-5	-6	1	-2	0	100	-2.5	-1
> COc1ccc(CN(C)CC(=O)Nc2cc3oc4ccccc4c3cc2OC)c(OC)c1
  12	-6	-4	-3	-2	23	-4	98	1.3	-4
> CC(=O)C1=C(O)C(=O)N(Cc2ccco2)C1c1ccccc1F (stereo not given)
  -2	2	-3	3	1	-3	-2	105	0.5	2
> N=c1c(C(=O)NCC2CCCO2)cc2c(=O)n3ccccc3nc2n1C1CCCCC1 (stereo not given)
  5	15	-19	0	-1	3	-3	97	0.2	-1
> Cc1nn(CC(C)C)c(Cl)c1C(=O)N(c1ccc(Cl)cc1F)S(C)(=O)=O
  -2	0	6	1	26*	8	-1	93	0.2	5
> CCC(C)(C)C(=O)Nc1cccc(Cl)c1C
  3	5	-5	4	0	4	-1	89	-2.2	5
> Cc1ccc(NC(=O)/C(=C\c2cccnc2)NC(=O)c2ccccc2)cc1
  13	0	4	-1	0	-1	-7	83	-3.2	3
> C/C(=N\Nc1nc2ccccc2[nH]1)c1ccc([N+](=O)[O-])cc1
  -3	-15	2	1	-2	-31	-4	93	9.5*	3
> Cc1ccc(C(=O)NCC(=O)OCC(=O)Nc2ccc(Cl)cc2C(F)(F)F)cc1C
  29*	-5	-10	-6	2	-15	3	103	3.6	3
> CC(C)c1nc(SCC(=O)Nc2ccc3c(c2)OCCO3)n[nH]1
  -4	7	-3	2	1	-36	0	99	-1.8	6
> Cc1nc2c(C(=O)NCc3ccc4c(c3)OCO4)c[nH]n2c(=O)c1Cc1ccccc1F
  13	-8	-10	-5	-1	/	4	98	-1.8	-4
> COc1ccc(Br)cc1S(=O)(=O)N(CC(=O)N1CCN(C)CC1)c1ccccc1
  4	2	-4	-5	0	7	-7	98	-3.4	1
> COc1ccccc1CCNC(=O)c1ccc(OC)c(OC2CCN(C(C)C)CC2)c1
  20	0	-12	0	-1	-15	-6	117	1.8	1
> Cc1ccc(CNCC(O)(c2ccccc2)c2ccc(F)cc2)cc1 (stereo not given)
  14	-12	-9	-12	-2	9	-2	93	1.3	-4
> CN1CCN(c2nc3c(c(=O)[nH]c(=O)n3C)n2Cc2ccccc2F)CC1
  13	-3	0	5	-1	/	-2	100	0.0	6
> CN(C)c1ccc(/C=C2/C[N+](C)(C)C/C(=C/c3ccc(N(C)C)cc3)C2=O)cc1
  -32	-12	-7	8	6	6	-4	i	-5.3	39*
> CCN(CC)c1ccc(SS(=O)(=O)O)cc1
  0&9	-8&0	-11&4	-10&-12	4&4	5&-14	0&4	80&97	0.6&0.1	-28&-13
> c1ccc(-c2nnc(OCc3cccnc3)c3ccccc23)cc1
  29*	2	-3	-1	0	20	1	104	-1.6	1
> COc1ccc(NC(=O)c2ccc(C)o2)c([N+](=O)[O-])c1
  -3	-4	-10	-8	-1	-28	2	100	-2.3	11
> O=[N+]([O-])c1cccc(COc2ccccc2CN2CCCCC2)c1
  -2	-6	-11	-3	4	-22	-5	98	-1.1	6
> CCc1nc(SCC(=O)c2cccc([N+](=O)[O-])c2)n[nH]1
  -2	5	5	-4	0	-19	4	96	-1.0	13
> Cc1ccc(C(=O)OCC(=O)Nc2ncc(C(F)(F)F)cc2Cl)cc1NC(=O)c1ccco1
  0	-1	3	-17	0	-1	1	96	0.1	2

Three structures from above, ordered by SMILES length, smallest number first.
Each structure is followed by: MC4R antagonist	H9c2 protect	TLR9-MyD88 inh	NOD2-RIPK2 inh	N-glyco inh	NCOA2 inhibitor	m5-HT2A agonist	ABCB6 inh 2	MC4R ag barr	ABHD5-PLIN5 inh
> CCC(C)(C)C(=O)Nc1cccc(Cl)c1C
  3	5	-5	4	0	4	-1	89	-2.2	5
> COc1ccc(NC(=O)c2ccc(C)o2)c([N+](=O)[O-])c1
  -3	-4	-10	-8	-1	-28	2	100	-2.3	11
> Cc1nc2c(C(=O)NCc3ccc4c(c3)OCO4)c[nH]n2c(=O)c1Cc1ccccc1F
  13	-8	-10	-5	-1	/	4	98	-1.8	-4

Carrying on.
Each structure is followed by: MC4R antagonist	H9c2 protect	TLR9-MyD88 inh	NOD2-RIPK2 inh	N-glyco inh	NCOA2 inhibitor	m5-HT2A agonist	ABCB6 inh 2	MC4R ag barr	ABHD5-PLIN5 inh
> O=C(CSc1ccc2nnc(-c3cccc(F)c3)n2n1)NCC1CCCO1 (stereo not given)
  14	-4	-13	-2	0	5	1	100	-2.3	-1
> C=CCNC(=S)NNC(=O)c1ccc(Br)o1
  -8	7	0	-2	0	-16	2	96	-1.8	-2
> COc1ccc(NC(=S)NC(=O)/C=C/c2ccco2)cc1
  7	-3	-7	-9	0	-31	-1	93	-0.7	2
> CCOC(=O)COc1ccc2c(c1)c(C(=O)OCC)c(C)n2CC
  3	7	2	-5	-1	12	0	97	-1.0	2
> COc1cc2c(cc1OC)C(Nn1cnnc1)=NC1(CCCC1)C2
  9	4	-4	-14	0	-23	0	103	-0.7	5
> O=c1cccc2n1Cc1cc3ccccc3nc1-2
  0	1	7	-17	2	-65	5	99	3.0	9
> O=P(O)(c1ccc(Cl)cc1)c1ccc(Cl)cc1
  -6	1	-23	-11	1	-13	8	100	-1.6	-8
> COc1cc(COc2ccc(S(=O)(=O)N3CCOCC3)cc2[N+](=O)[O-])ccc1OC(F)F
  9	-8	1	-7	-3	-3	-3	99	0.4	-2
> CCN(CC(=O)Nc1c(F)cccc1F)C(=O)c1ccc(OC)c(S(=O)(=O)NC2CCCC2)c1
  2	-2	-4	-2	0	-19	5	100	0.2	9
> Cc1nc2cc(NC(=O)N3CCCCC3)ccc2n1C
  0	8	-1	5	3	-32	1	103	0.1	-1
> Cc1c(NC(=O)CSc2nc3ccccc3n2C)c(=O)n(-c2ccccc2)n1C
  -1	-1	-1	-10	3	-21	1	95	-0.3	2

High-throughput results deposited in PubChem BioAssay by several laboratories.
